High-throughput results deposited in PubChem BioAssay by NCI.
All columns: NCI-60 one-dose screen, growth in % after 48 h at 10 µM unless noted; 100 = growth as untreated, 0 = no growth, -100 = all killed.
RXF 393 = RXF 393 renal cancer cells; 77,000 tested, 6.9% active
SK-OV-3 = SK-OV-3 ovarian cancer cells; 80,000 tested, 3.2% active; AID 1794785
IGROV1 = IGROV1 ovarian cancer; 79,000 tested, 4.7% active
ACHN = ACHN renal cancer; 81,000 tested, 4.9% active; AID 1794771
786-0 = 786-0 renal cancer cells | 81,000 tested, 5.1% active | AID 1794775
SN12C = SN12C renal cancer cells; 81,000 tested, 3.8% active
UO-31 = UO-31 renal cancer | 81,000 tested, 5.2% active | AID 1794768
TK-10 = TK-10 renal cancer cells; 81,000 tested, 3.9% active
Starred values were filed as active, the others as inactive; / = not tested or not shown; & = joins results of further samples. How the source made its calls: active means growth percent below 10; inactive means the rest.

SMILES | RXF 393 | SK-OV-3 | IGROV1 | ACHN | 786-0 | SN12C | UO-31 | TK-10
NC(N)=NC1CCCc2ccccc21 (centres undefined) | 99.7 | 85.2 | 102.7 | 110.5 | 99.9 | 104.5 | 97.7 | /
c1ccc(-c2nn(-c3ccccc3)[n+](-c3ccccc3-c3ccccc3)n2)cc1 | 10.1 | 36.5 | 30.9 | 56.0 | 30.8 | 12.9 | 80.1 | 26.0
CCCCCCn1c(-c2ccc(C(=O)O/N=C(\N)c3ccc(OC)cc3)cc2)nc(-c2ccccc2)c1-c1ccccc1 | -59.6* | 77.9 | -68.1* | -91.5* | -66.8* | -70.3* | -86.4* | -73.6*
CCOC(=O)C(c1ccc(N(CC)CC)cc1)c1ccc(N(CC)CC)cc1 | 108.3 | 89.6 | 121.3 | 98.7 | 101.0 | 98.9 | 90.7 | 116.0
CC(C)C(C#N)(C(=O)O)C(C)C | 93.3 | 107.7 | 104.0 | 110.4 | 97.6 | 95.6 | 88.9 | 101.1
Cc1nn(-c2ccccc2)c2c1N=c1s/c(=C\c3cn(-c4ccccc4)nc3-c3ccc(Cl)cc3)c(=O)n1CN2 | 117.4 | 98.6 | / | 102.3 | 100.9 | 112.0 | 61.8 | 136.0
COc1cc(/C=C2/SC(=S)NC2=O)ccc1OCc1cn(-c2ccc(S(=O)(=O)Nc3nccs3)cc2)nn1 | 108.5 | 89.5 | 106.3 | 103.8 | 100.8 | 98.9 | 88.2 | 105.0
O/N=C/c1cc2c(cc1Br)OCO2 | 101.7 | 111.3 | 109.6 | 106.0 | 100.6 | 101.9 | 95.0 | 101.2
CCN(CC)c1ccc(/C=N/NC(=O)c2ccc(S(C)(=O)=O)cc2)cc1 | 110.8 | 105.9 | 98.9 | 102.0 | 104.3 | 102.2 | 85.0 | 104.3
COc1ccc(S(=O)(=O)Cl)cc1 | 108.2 | 99.5 | 96.4 | 99.8 | 101.0 | 109.1 | 87.4 | 100.8
CCNC12CCCCC1(O)Oc1ccccc12 (centres undefined) | 106.5 | 101.7 | 105.8 | 102.6 | 104.5 | 99.4 | 94.2 | 99.7
N#CSCC1CC(O)(c2ccccc2)CC(c2ccc(Cl)cc2)O1 (centres undefined) | 9.8* | 102.1 | -25.7* | 48.3 | 37.0 | 23.2 | 15.1 | -5.7*
COc1ccc(C(OC(=O)c2ccc([N+](=O)[O-])cc2)c2ccccc2)cc1 (centres undefined) | 109.9 | 112.2 | 100.6 | 106.7 | 95.8 | 100.1 | 88.9 | 115.8
O=C1NC(=O)C(c2coc3cc(Br)ccc23)=C1c1c[nH]c2ccccc12 | 75.3 | 55.6 | 52.2 | 71.3 | 69.5 | 55.0 | 58.0 | 80.8
c1ccc(C2=NN3C(C2)c2ccccc2OC3c2ccccc2)cc1 (centres undefined) | 115.5 | 95.2 | 80.6 | 103.5 | 104.0 | 100.5 | 67.5 | 115.2
COc1ccc(NC(=O)[C@@H](N)Cc2ccccc2)cc1C(=O)Nc1cccc(C2CC(=O)c3c(cc(OC)c(OC)c3OC)O2)c1 (some centres undefined) | 73.7 | 151.8 | 74.5 | 54.2 | 72.2 | 56.4 | 33.8 | 94.8
COc1ccc2nc3cc(Cl)ccc3c(NCCCNC(C)=O)c2c1 | 32.9 | 49.7 | 36.2 | 16.1 | 48.9 | 38.1 | 21.2 | 44.2
N#CC(C#N)=C(C#N)c1ccc(N)c(C(=O)O)c1 | 116.1 | 106.2 | 107.6 | 107.0 | 105.7 | 107.3 | 90.9 | 94.8
Cc1c(Cl)cccc1S(=O)(=O)Nc1ccc2c(c1)C(=O)N(C1CCC(=O)NC1=O)C2=O (centres undefined) | / | 105.9 | 64.1 | 107.8 | 78.9 | 89.4 | 44.0 | 75.2
CCCOC(=O)CC(CC(=O)OCCC)(OC(C)=O)C(=O)OCCC | 94.8 | 112.0 | 107.6 | 105.3 | 109.1 | 104.2 | 76.8 | 102.5
COc1ccc(C(=O)Nc2nc(-c3ccc(OC)cc3)cs2)cc1 | 95.7 | 105.1 | 102.8 | 96.1 | 106.1 | 97.1 | 91.1 | 116.3
CCOC(=O)CC1(C(=O)OCC)c2[nH]c3ccccc3c2CCN1Cc1ccccc1 (centres undefined) | 90.7 | 102.7 | 87.1 | 89.4 | 94.0 | 95.1 | 68.5 | 101.1
CC(=O)Nc1ccc(OCCOc2ccc([N+](=O)[O-])cc2)cc1 | 113.6 | 116.4 | 106.5 | 101.2 | 85.3 | 112.5 | 91.6 | 80.4
CCCCCCC[C@@H](O)CC(=O)N[C@@H](CC(C)C)C(=O)N[C@@H](CC(C)C)C(=O)N[C@H](CCC(N)=O)C(=O)N[C@@H](CC(C)C)C(=O)N[C@H](CO)C(=O)N[C@H](C(=O)N[C@H](CC(C)C)C(=O)N[C@@H](CC(C)C)C(=O)O)C(C)C | 116.8 | 104.2 | 100.2 | 104.6 | 80.6 | 100.1 | 96.9 | 111.9
COc1c(N2CC3CCCNC3C2)c(F)cc2c(=O)c(C(=O)Oc3ccc(-c4cssc4=S)cc3)cn(C3CC3)c12 (centres undefined) | 101.1 | 108.5 | 110.7 | 106.8 | 102.4 | 110.3 | 77.5 | 114.4
Nc1cc(S(=O)(=O)O)c2cccc(S(=O)(=O)O)c2c1 | 122.1&104.7 | 98.1&110.8 | 96.5&108.7 | 95.1&113.0 | 97.4&107.8 | 97.3&100.6 | 73.7&79.2 | 108.1&104.4
Cc1cc2nc3c4cc(Cl)ccc4n(CC(=O)NCCN(C)C)c3nc2cc1C | 61.1 | 105.6 | 56.2 | -47.4* | -92.4* | 79.8 | -83.6* | 160.7
CCOC(=O)/C(Cc1ccnc2ccccc12)=N/O | 104.2 | 92.0 | 112.1 | 111.0 | 95.7 | 85.7 | 87.6 | 99.1
O=S(=O)(NCCNc1cc(-c2cn(-c3ccccc3)nc2-c2cccc(O)c2)ccn1)c1ccccc1 | 66.3 | 69.5 | 57.1 | 57.8 | 55.3 | 63.4 | 37.4 | 67.1
Cc1ccc(Sc2oc(-c3ccc(C)cc3)nc2C(=O)O)cc1 | 113.9 | 90.9 | 104.8 | 106.7 | 97.2 | 100.7 | 92.1 | 98.2
COc1cc2c(cc1OC)-c1ccc3cc4c(cc3c1N(CCCN(C)C)C2)OCO4 | 35.1 | 55.3 | 21.7 | / | 35.0 | 27.4 | 38.7 | 46.6
Cc1cc(C)c(S(=O)(=O)n2ccnc2)c(C)c1 | / | 104.9 | / | 94.8 | 107.6 | 99.3 | 102.1 | 108.6
Nc1ccccc1C(=O)NCCNCCNCCNC(=O)c1ccccc1N | 110.0 | 97.0 | 103.7 | 114.7 | 96.5 | 103.2 | 84.0 | 99.4
CC(C)(C)n1nc(C2CC2)c(Br)c1NC(=O)c1ccc(Cl)cc1 | 104.1 | 107.1 | 109.4 | 103.6 | / | 97.8 | 89.1 | 122.3
COc1cc(CNC(=O)/C=C/C=C/c2ccc3c(c2)OCO3)ccc1OCc1cn(-c2ccc(F)cc2)nn1 | 87.1 | / | 96.2 | 81.0 | 92.1 | 88.5 | 106.5 | 106.2
C=C1C(=O)C2CCN1CC2 | 89.6 | 105.1 | 122.3 | 86.8 | 96.2 | 100.7 | 89.1 | 99.9
Cc1nc(C(N)=O)nc2ccccc12 | 103.4 | 115.7 | 83.9 | 113.7 | 86.5 | 112.0 | 82.4 | 137.2
CCN(CC)CC(O)c1ccc(F)c2ccccc12 (centres undefined) | 103.8 | 112.6 | 115.7 | 113.5 | 92.3 | 103.5 | 100.5 | 105.4
CCOC(=O)/C(F)=C/C1CC1C1CCCCC1 (centres undefined) | 108.3 | 126.1 | 109.6 | 104.7 | 101.7 | 103.2 | 91.5 | 95.3
Cc1nc(-c2ccccc2)ccc1-c1nnc(SCC(=O)c2ccc(Cl)cc2)o1 | 106.6 | 99.2 | 98.9 | 99.1 | 103.1 | 94.3 | 88.7 | 125.4

Arranged by count of non-hydrogen atoms (smallest number first): 8 of the compounds above.
SMILES | RXF 393 | SK-OV-3 | IGROV1 | ACHN | 786-0 | SN12C | UO-31 | TK-10
C=C1C(=O)C2CCN1CC2 | 89.6 | 105.1 | 122.3 | 86.8 | 96.2 | 100.7 | 89.1 | 99.9
Cc1nc(C(N)=O)nc2ccccc12 | 103.4 | 115.7 | 83.9 | 113.7 | 86.5 | 112.0 | 82.4 | 137.2
CCOC(=O)/C(F)=C/C1CC1C1CCCCC1 (centres undefined) | 108.3 | 126.1 | 109.6 | 104.7 | 101.7 | 103.2 | 91.5 | 95.3
CCN(CC)CC(O)c1ccc(F)c2ccccc12 (centres undefined) | 103.8 | 112.6 | 115.7 | 113.5 | 92.3 | 103.5 | 100.5 | 105.4
CC(C)(C)n1nc(C2CC2)c(Br)c1NC(=O)c1ccc(Cl)cc1 | 104.1 | 107.1 | 109.4 | 103.6 | / | 97.8 | 89.1 | 122.3
Nc1ccccc1C(=O)NCCNCCNCCNC(=O)c1ccccc1N | 110.0 | 97.0 | 103.7 | 114.7 | 96.5 | 103.2 | 84.0 | 99.4
Cc1nc(-c2ccccc2)ccc1-c1nnc(SCC(=O)c2ccc(Cl)cc2)o1 | 106.6 | 99.2 | 98.9 | 99.1 | 103.1 | 94.3 | 88.7 | 125.4
COc1cc(CNC(=O)/C=C/C=C/c2ccc3c(c2)OCO3)ccc1OCc1cn(-c2ccc(F)cc2)nn1 | 87.1 | / | 96.2 | 81.0 | 92.1 | 88.5 | 106.5 | 106.2

Continuation.
SMILES | RXF 393 | SK-OV-3 | IGROV1 | ACHN | 786-0 | SN12C | UO-31 | TK-10
O=C(Nc1ncc(Cc2ccc(Cl)cc2)s1)C1=NCCCN1 | 101.1 | 100.9 | 112.4 | 104.1 | 102.5 | 102.5 | 86.1 | 103.9
CCOC(=O)c1c2ccncc2n2c(=O)n(-c3cccc(C)c3)nnc12 | 93.5 | 96.5 | 84.5 | 121.2 | 100.6 | 108.4 | 86.7 | 156.0
COC(=O)[C@]1(Cc2ccccc2)[C@H](C)C(=O)N1[C@@H](C(=O)NC(C)(C)C)c1ccc(OC)cc1 | 100.0 | 94.6 | 94.6 | 110.1 | 87.7 | / | 89.8 | 93.0
C=CCOC(=O)/C=C/C(=O)OCC=C | 115.2 | 108.1 | 98.9 | 110.3 | 108.4 | 101.2 | 84.4 | 106.2
Cc1nc(-c2ccccc2)cc2c1C(=O)N(CC(=O)N1CCCCC1)C2=O | 111.5 | 100.2 | 113.8 | 107.3 | 103.6 | 101.9 | 85.7 | 95.0
CN1C(=O)N(C)C2Nn3c(s/c(=C\c4ccccn4)c3=O)=NC21 (centres undefined) | 110.3 | 114.3 | 98.3 | 100.2 | 103.7 | 104.0 | 88.1 | 110.7
CCOC(=O)c1c(N2CCOCC2)[nH]c(=O)c(C=Nc2ccc(OC)cc2)c1O | 105.1 | 103.0 | 57.8 | 92.0 | 97.8 | 90.2 | 97.7 | 95.6
O=c1[nH][nH]c2c(N=Cc3ccccc3O)ccc(F)c12 | 102.1 | 107.7 | 81.9 | 100.8 | 106.2 | 101.7 | 64.8 | 119.6
Clc1cccc(-c2cc(-c3ccccc3)[nH]n2)c1 | 89.3 | 85.9 | 30.5 | 76.4 | 95.3 | 81.0 | 60.9 | 116.3
CC1(C)CC[C@]23CC[C@]4(C)[C@H](CC[C@@H]5[C@@]6(C)C/C(=C/c7ccncc7)C(=O)C(C)(C)[C@@H]6CC[C@]54C)[C@H]2[C@H]1OC3 | 88.4 | 94.7 | 80.5 | 91.0 | 88.5 | 76.7 | 57.1 | 97.0
CC(C)NS(=O)(=O)/N=C1\NC(=O)NC1=C(Cl)Cl | 112.2 | 101.7 | 97.1 | 113.1 | 109.7 | 94.8 | 102.4 | 116.2
Cc1cc(C)c(Br)c(C)c1 | 92.9 | 97.9 | 87.3 | 96.6 | 107.8 | 93.8 | 82.7 | 107.5
O=C1NNC(=NCC(=O)n2ccc3ccccc32)Nc2ccccc21 | 113.6 | 101.7 | 69.4 | 97.7 | 102.0 | 93.2 | 70.7 | /
O=C1Nc2ccc(F)cc2/C1=C\C(=O)c1ccc(NS(=O)(=O)c2ccccc2)cc1 | 72.3 | 111.5 | 87.2 | 74.6 | 98.6 | 87.2 | 70.0 | 130.5
CCn1c(C)c(C(C)=O)c2c(-c3ccccc3)nc3ccccc3c21 | 93.5 | 109.8 | 112.3 | 95.4 | 98.8 | 104.0 | 82.5 | 114.0
NC(=O)NCOC(=S)S | 99.4 | 104.3 | 107.4 | 98.8 | 107.1 | 100.4 | 81.5 | 101.6
CC(C)(C)OC(=O)NC(C(=O)O)C1=CCC=CC1 (centres undefined) | 82.2 | 114.2 | 20.6 | 100.0 | 98.5 | 92.7 | 78.9 | 119.9
O=[N+]([O-])c1ccc(-c2cn3nc(-c4c[nH]c5ccccc45)sc3n2)cc1 | 108.2 | 88.3 | 89.0 | 96.8 | 103.5 | 91.9 | 72.8 | 101.7
CN1CCNCC1 | 137.9 | 88.5 | 103.8 | 101.1 | 99.9 | / | 93.8 | 94.9
COc1cc(/C=C\c2ccc(-c3ccc(-c4ccc(F)cc4)cc3)cc2)cc(OC)c1OC | 94.2 | 93.3 | 96.2 | 113.0 | 106.1 | 92.3 | 103.1 | 112.6
CCN(CC)C(C)(O)CN (centres undefined) | 96.8 | 111.1 | 124.5 | 108.1 | 105.1 | 102.8 | 112.5 | 111.2
CC(=O)Oc1ccc(O)cc1 | 115.1 | 110.5 | 106.9 | 97.8 | 110.0 | 99.9 | 91.2 | 112.3
O=C(CN1CCN(c2cc(=O)n(-c3ccccc3)c3ccccc23)CC1)Nc1ccc(Br)cc1 | 77.0 | 95.6 | 89.2 | 89.5 | 98.2 | 90.7 | 70.6 | 95.2
